Bioassay records as filed in PubChem BioAssay.
tim23-1 inh: growth inhibitors of tim23-1 mutant yeast | S. cerevisiae tim23-1 growth, BacTiter-Glo luminescence, 24 h | inhibition, % at 20 µM | 330,000 compounds, 1.3% hits | AID 463212;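 active = growth inhibition of the mutant yeast at or above 50%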;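 note: temperature-sensitive mutant grown at 25 °C; plate controls were DMSO-treated mutant yeast for no effect and medium wells lacking yeast for full effect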
Jurkat NFkB inh: inhibitors of the PMA/ionomycin-induced NF-kB reporter in Jurkat cells. AID 435003. PMA/ionomycin-induced NF-kB luciferase reporter, luminescence. 330,000 compounds, 0.53% hits. inhibition, % at 4 µM; in the data active = inhibition above about 50%
697 NFkB inh: lowers PMA/ionomycin-induced NF-kB signal in 697 B cells | inhibition, % at 4 µM | 697 B-cell NF-kB luciferase reporter, 16 h | AID 435022 | 330,000 compounds, 0.33% hits; in the data active = inhibition above about 35%
CHOP UPR activ: apoptotic UPR (CHOP) activation; CHO-CHOP luciferase reporter, luminescence; percent of tunicamycin response over DMSO baseline; activation, % at 10 µM; 330,000 compounds, 0.34% hits; AID 449763;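 active = at 10 µM dose, activation of 40% or more, normalized to positive control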;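 note: 100% = tunicamycin at 10 µg/mL and 0% = DMSO alone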
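Assay system: CHO-CHOP cells, stable luciferase reporter of PERK-eIF2a-CHOP signalling / Buffer or medium: F12 plus 10% serum / Compound dosing: one dose, 10 µM in 0.5% DMSO / Times: 6 h compound treatment, 37 °C / Technique: luciferase luminescence / Read-out: % reporter activation, DMSO baseline versus tunicamycin full activation / Benchmarks: tunicamycin and DMSO controls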
tim10-1 inh: tim10-1 yeast growth inhibition; inhibition, % at 20 µM; S. cerevisiae tim10-1 ts strain growth, BacTiter-Glo, 24 h; 330,000 compounds, 2.2% hits;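 active = inhibition of at least 40%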;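 note: mutant grown at 25 °C; 0% = DMSO wells with yeast and 100% = wells holding no yeast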
TIM10 inh: inhibits growth of TIM10 yeast strain | S. cerevisiae TIM10 strain growth, BacTiter-Glo luminescence, 24 h | inhibition, % at 10 µM | 330,000 compounds, 1.4% hits | AID 463195;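 active = inhibition of 40% or more at the single tested concentration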;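 note: wild-type TIM10 isogenic control strain grown at permissive 25 °C; 0% = DMSO yeast wells and 100% = minimal medium wells without yeast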
Mdm2 MdmX PPI: human Mdm2/MdmX binding inhibition. inhibition, % at 8 µM. SaOS-2 split-luciferase Mdm2/MdmX complementation, luminescence. O15151+Q00987. AID 485346. 330,000 compounds, 3% hits;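 active = inhibition of at least 50% at 8 µM in the primary screen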
Target sequence (O15151 whole entry, looked up): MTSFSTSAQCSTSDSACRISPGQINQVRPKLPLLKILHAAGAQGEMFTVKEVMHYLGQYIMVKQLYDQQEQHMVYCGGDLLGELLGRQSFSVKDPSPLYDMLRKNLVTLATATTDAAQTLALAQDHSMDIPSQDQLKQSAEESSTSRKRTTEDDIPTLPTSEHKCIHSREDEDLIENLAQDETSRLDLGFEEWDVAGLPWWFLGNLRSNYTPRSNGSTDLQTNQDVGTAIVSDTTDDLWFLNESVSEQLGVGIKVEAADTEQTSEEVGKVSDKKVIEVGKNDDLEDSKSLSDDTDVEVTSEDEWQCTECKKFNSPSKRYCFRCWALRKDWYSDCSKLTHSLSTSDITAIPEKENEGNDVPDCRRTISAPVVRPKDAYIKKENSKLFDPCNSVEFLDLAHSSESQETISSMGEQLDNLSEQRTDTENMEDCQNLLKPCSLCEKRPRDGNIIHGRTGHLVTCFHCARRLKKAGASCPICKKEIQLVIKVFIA
Target sequence (Q00987 whole entry, looked up): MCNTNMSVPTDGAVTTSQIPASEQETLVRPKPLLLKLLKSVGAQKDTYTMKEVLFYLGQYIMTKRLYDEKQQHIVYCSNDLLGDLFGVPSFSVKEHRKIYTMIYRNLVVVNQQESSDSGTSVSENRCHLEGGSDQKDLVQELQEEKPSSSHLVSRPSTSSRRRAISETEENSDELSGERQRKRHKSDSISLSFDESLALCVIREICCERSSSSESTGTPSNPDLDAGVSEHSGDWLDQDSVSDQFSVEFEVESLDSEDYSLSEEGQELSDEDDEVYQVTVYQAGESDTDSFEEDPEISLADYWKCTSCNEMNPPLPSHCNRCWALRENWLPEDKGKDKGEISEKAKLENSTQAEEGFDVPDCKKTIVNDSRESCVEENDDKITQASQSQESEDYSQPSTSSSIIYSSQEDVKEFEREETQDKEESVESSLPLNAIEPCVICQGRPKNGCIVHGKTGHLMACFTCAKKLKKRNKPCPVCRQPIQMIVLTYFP
UPR XBP1 act: activators of adaptive arm of unfolded protein response (XBP1); 330,000 compounds, 0.33% hits; CHO-XBP1 luciferase reporter, IRE1-XBP1 UPR activation, luminescence; percent of tunicamycin response, DMSO as zero; AID 463104; activation, % at 20 µM;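 active = versus positive control, 20 µM dose yields 30% or more activation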;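 note: 100% = tunicamycin at 10 µg/mL and 0% = DMSO only wells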
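assay system = CHO-XBP1 luciferase reporter cells | amount = 1000 cells/well | buffer or medium = F12 plus 10% FBS | compound dosing = single point, 20 µM final compound, 1% DMSO | incubation = 16-18 h cell attachment at 37 °C, then 6 h compound exposure | detection = Steady-Glo luminescence read | controls = tunicamycin 10 µg/mL and vehicle-only wells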
The depositor's hits bear a star; · = not tested or not shown.

SMILES	tim23-1 inh	Jurkat NFkB inh	697 NFkB inh	CHOP UPR activ	tim10-1 inh	TIM10 inh	Mdm2 MdmX PPI	UPR XBP1 act
COc1ccc(C(=O)OCC(=O)NC(C)CCc2ccccc2)cc1OC (stereo not drawn)	19	-2	-4	1.7	7	-1	-11	-4
O=C1c2ccccc2NC(c2cccc(O)c2)N1c1ccccc1 (stereo not drawn)	-7	3	-10	2.4	-2	7	19	1
COC(=O)C(C)Sc1nc2c(cnn2-c2ccc(Cl)cc2)c(=O)[nH]1 (stereo not drawn)	-3	-8	-5	-0.7	14	-4	10	6
O=C(NO)c1ccc(OC(F)F)cc1	-8	-13	32	1.7	13	-3	23	1
C=CCN(CC=C)C(=O)c1c(OC)cccc1OC	13	-16	13	-2.7	1	-4	8	-2
CN(C)/C=N/c1sc2c(c1C#N)CCC2	33	-12	-33	0.7	-21	-20	-4	0
Cc1ccc(C(=O)COC(=O)CCC(=O)Nc2cc(Cl)ccc2Cl)cc1[N+](=O)[O-]	0	-10	6	-2.2	-8	0	-15	1
Cc1ccc2c(c1)[C@H]1OCC[C@H]1[C@@H](c1ccncc1)N2	10	-11	14	-2.3	6	10	20	-1
CC(=O)Nc1nc(COc2ccc3ccccc3c2)cs1	3	-62	-95	2.9	6	14	-37	5
O=C1C=C(c2ccc3cc[nH]c3c2)C[C@@H](c2ccc3c(c2)OCO3)C1	55*	53*	-24	0.4	21	23	57*	2
CS(=O)(=O)N(CC(=O)N/N=C/c1cccs1)c1cccc(Cl)c1Cl	10	-15	-7	-2.9	33	3	27	-3
O=C(Nc1ccccc1N1CCOCC1)c1ccncc1	-8	-9	-5	-1.5	-7	-1	7	-2
O=S(=O)(c1ccc2ccccc2c1)N1CCOCC1	8	17	6	2.8	2	-6	23	6
Oc1ccc(/C=N/N=C/c2ccc(O)cc2)cc1	-3	-41	-16	3.2	0	-7	-5	1
CN(C)S(=O)(=O)c1ccc(C(=O)Nc2ccc(CN3CCCC3)cc2)cc1	2	5	13	0.5	1	1	11	-5

Compounds from the list above that have a thiophene ring, fused or not:
SMILES	tim23-1 inh	Jurkat NFkB inh	697 NFkB inh	CHOP UPR activ	tim10-1 inh	TIM10 inh	Mdm2 MdmX PPI	UPR XBP1 act
CN(C)/C=N/c1sc2c(c1C#N)CCC2	33	-12	-33	0.7	-21	-20	-4	0
CS(=O)(=O)N(CC(=O)N/N=C/c1cccs1)c1cccc(Cl)c1Cl	10	-15	-7	-2.9	33	3	27	-3

Other compounds follow:
SMILES	tim23-1 inh	Jurkat NFkB inh	697 NFkB inh	CHOP UPR activ	tim10-1 inh	TIM10 inh	Mdm2 MdmX PPI	UPR XBP1 act
O=C(Cn1cnc2c(NCc3ccccc3)ncnc21)NCc1nc2ccccc2[nH]1	31	·	5	1.1	17	-11	2	-2
CC(=O)Nc1ccc(S(=O)(=O)Nc2ccc(S(=O)(=O)Nc3nccs3)cc2)cc1	5	-1	24	-0.7	-26	9	11	-2
C/C(=N\NC(=O)CSc1nc(C)cc(C)n1)c1ccc2c(c1)OCCO2	10	22	-20	2.5	13	8	-14	0
COc1ccc2nc(C)cc(C(=O)O)c2c1	-2	0	-44	-1.5	-8	-5	9	-3
CCOc1nc(NCCO)nc(Nc2cc(Cl)ccc2OC)n1	19	10	8	-2.8	34	19	-2	-1
CCOc1ccccc1NC(=O)Cc1cccs1	4	8	9	0.4	3	-11	2	-1
CCOC(=O)N1CCN(C(=O)CNC(=O)c2nn(-c3ccc(OC)cc3)c(=O)c3ccccc23)CC1	17	-25	-6	4.2	15	17	1	1
O=c1cc(CN2CCN(S(=O)(=O)c3cccc(Cl)c3)CC2)c2ccc(O)cc2o1	16	1	14	-2.4	11	19	-16	1
Cc1ccc(S(=O)(=O)NN2C(=O)c3ccccc3NC2C)cc1 (stereo not drawn)	14	8	8	2.9	9	9	0	0
O=C(Cc1ccc(NC2=NC3CS(=O)(=O)CC3S2)cc1)N1CCN(c2ccc(F)cc2)CC1 (stereo not drawn)	14	12	10	-0.3	3	-6	18	-4
CNC(=O)CSc1nc(-c2ccccc2)c(-c2ccccc2)[nH]1	7	6	18	-2.4	10	2	12	1
O=C1NC[C@H](Cc2ccccc2)N(CC2CCCCC2)C1=O	-2	-6	12	0.1	-13	-9	21	4
CCCCn1c(-c2cccs2)nc2oc3ccccc3c(=O)c2c1=O	25	-5	10	2.1	6	1	20	5
O=C(CCS(=O)(=O)c1cccc2nonc12)NCCc1ccccc1Cl	13	7	-15	-2.2	3	0	-7	-1
CCCCn1c(N)c(N(CC(C)C)C(=O)CSCc2c(C)noc2C)c(=O)[nH]c1=O	-2	-10	31	0.7	5	7	13	3
Cc1cccc(/C=N/NC(=O)c2ccc(F)cc2)n1	5	9	3	2.9	1	7	-21	3
CC(=O)c1cccc(NC(=O)/C(=C\c2ccco2)NC(=O)c2ccco2)c1	11	0	-12	1.0	15	-7	4	-3
CS(=O)(=O)Nc1ccc2c(c1)nc1n2CCOC1	8	-5	8	0.8	0	-11	5	-2
O=C(CCN=C1NS(=O)(=O)c2ccccc21)N1CCc2ccccc2C1	4	-4	7	0.3	25	-1	-13	5
COc1ccc(/C=N/NC(=O)C(=O)NCc2cccnc2)cc1OC	24	8	12	-0.8	0	0	-20	3
CC(C)N(CC(=O)Nc1ccc(Cl)cc1C(F)(F)F)C(=O)CCl	55*	18	-21	3.3	47*	67*	63*	-3
CS(=O)(=O)N1CCc2cc(S(=O)(=O)Nc3ccc4c(c3)OCCO4)ccc21	11	28	-3	-1.4	10	13	19	-3
COCc1nnc(NC(=O)c2cccc(NC(=O)C(C)C)c2)s1	23	-24	-23	0.5	-1	-4	-1	-1
O=C(Nc1nc2ccc(S(=O)(=O)N3CCCCC3)cc2s1)c1ccncc1	28	12	-3	0.0	29	23	1	-1
COc1cc(C(F)(F)F)c(C(=O)N(C)Cc2cccc(Cl)c2)cn1	9	-14	13	-1.6	16	-3	20	-3
CCN1C(=NCC(C)C)N[C@@H](c2cccc(F)c2)C(C(=O)OC)=C1C	8	-22	-41	-0.5	1	-7	8	3
CC(C)OC(=O)CSc1nnc(CNc2nc(-c3ccccc3)cs2)n1C	4	16	19	-2.6	-13	0	14	-1
Cc1ccc(NC(=O)c2cc(S(=O)(=O)N3CCCC3)cn2C)cc1	10	-8	-1	25	5	-9	-8	0
O=C(c1ccc(F)c(S(=O)(=O)N2CCOCC2)c1)N(CCc1ccccc1)Cc1ccccc1	21	-8	-3	0.4	22	8	13	2
Cn1nc(C(F)(F)F)c(/C=N/OC(=O)c2ccccc2)c1SCc1ccccc1Cl	8	-6	16	52*	21	3	47	91*
O=C(CC1S/C(=N/N=C2CCCCCC2)NC1=O)Nc1ccccc1F (stereo not drawn)	24	-8	11	0.9	17	6	4	-5
COc1cccc(NC(=O)COC(=O)c2c(NC(C)=O)sc(C)c2C)c1	-9	-20	-6	2.1	-5	-3	-17	3
O=C(COC(=O)c1ccc(Cl)c([N+](=O)[O-])c1)NC1CCCC1	4	3	4	1.6	-1	11	12	-2
Cc1nn2c(-c3ccccc3)c(-c3ccccc3)nc2[nH]c1=O	14	-11	4	-0.5	11	10	14	-1
Cc1cc(Br)cc(Br)c1OCC(=O)NNC(=O)CCC(=O)NCc1ccccc1	-12	1	8	-0.9	12	-7	5	-3
CC(C)CC(=O)Nc1cc(NC(=O)CC(C)C)cc(C(=O)NC(C)(C)C)c1	-4	-11	-11	-1.9	-18	-11	8	0
O=C(N/N=C/c1ccc(-n2ccnc2)cc1)c1cccs1	11	-13	-4	4.2	-1	3	7	2
CC1(C)OC(=O)C(=CNCCc2ccc(O)cc2)C(=O)O1	14	-1	-3	0.6	17	1	7	-3
NNC(=O)c1cccc(O)c1	-6	-6	15	2.1	9	-5	-4	-1
Cc1ccc(NC(=O)c2c(C)nc(Nc3nc4ccccc4o3)nc2C)cc1	-2	8	13	2.1	11	-8	-13	-3
Cc1ccnc(SCC(=O)c2ccc(Br)s2)n1	11	-13	4	0.5	15	-4	-26	0
COc1ccc(-n2c3nc4ccccc4nc3c3c(=N)oc(C)nc32)cc1	3	4	-2	-1.3	-9	7	5	2
Cc1onc(-c2c(Cl)cccc2Cl)c1C(=O)NCc1cccs1	14	17	-19	-1.7	12	9	11	-1
COC(=O)c1nn(C23CC4CC(CC(C4)C2)C3)c2c1C(=O)N(c1ccc(F)cc1)C2=O	4	11	16	-1.3	1	7	20	-3
CC(=O)c1c(C)[nH]c(C(=O)CN2C(=O)NC(C)(c3ccc4c(c3)OCCO4)C2=O)c1C (stereo not drawn)	-5	0	22	1.0	-5	-1	38	0
O=C(NCC1CCCC(CNC(=O)N2CCc3ccccc32)C1)N1CCc2ccccc21 (stereo not drawn)	39	3	-1	-0.4	24	-4	10	-5
Cc1ccc(S(=O)(=O)NCCC(=O)NNC(=O)c2ccccc2Cl)cc1C	12	1	0	2.2	10	3	10	-3
CCCCCc1c2c(cc(O)c1C(=O)O)OC(=O)c1c(cc(OC)cc1C(=O)CCCC)O2	29	0	-1	2.4	18	9	-7	1
Cn1c(=N)n(CC(=O)c2cccs2)c2ccccc21	13	-119	-120	7.1	-5	12	-42	3
O=C(CNC(=S)N(Cc1ccccc1)Cc1cccnc1)NC1CCCC1	2	-15	-2	0.3	-2	-1	-6	-2
CCC1=C(C)CN(C(=O)NCCc2ccc(S(=O)(=O)NC(=O)NC3CCC(C)CC3)cc2)C1=O (stereo not drawn)	1	0	12	0.0	-1	-1	-20	-5
CCN(Cc1ccccc1)Cc1nc(CCc2ccccc2)no1	16	-3	-20	-1.4	2	7	-9	-2
CCOC(=O)C1CCN(C(=O)c2cc3c(ccc4ccccc43)o2)CC1	27	-32	-160	7.2	27	-8	-69	5
COCCNc1nc(-c2cc(-c3ccccc3)on2)cc(C(C)C)n1	13	16	15	-0.8	3	-7	19	-4
CCOC(=O)CN1C(=O)N(c2ccccc2OC)S(=O)(=O)c2ccccc21	17	-4	16	0.9	24	11	-18	0
Cc1ccc2cc3cc(C(=O)NCCCN4CC(C)CC(C)C4)oc3nc2c1 (stereo not drawn)	26	16	-22	1.9	25	61*	42	0
CC(OC(=O)Cn1cnc2ccccc2c1=O)C(=O)N(C)c1ccccc1 (stereo not drawn)	-14	-14	-9	-0.7	-20	-12	-3	0
O=C(Cc1ccc(Br)cc1)N/N=C/c1cccnc1	-4	-4	15	0.0	-11	1	16	-4
Oc1ccccc1-n1nc2ccc3nonc3c2n1	4	8	10	4.9	25	28	4	0
CSc1ccc(S(=O)(=O)NCc2ccccc2)cc1	42	-8	10	-0.5	46*	7	4	0

With a hit mark in Mdm2 MdmX PPI (from the list above):
SMILES	Jurkat NFkB inh	697 NFkB inh	TIM10 inh	Mdm2 MdmX PPI	UPR XBP1 act
O=C1C=C(c2ccc3cc[nH]c3c2)C[C@@H](c2ccc3c(c2)OCO3)C1	53*	-24	23	57*	2
CC(C)N(CC(=O)Nc1ccc(Cl)cc1C(F)(F)F)C(=O)CCl	18	-21	67*	63*	-3

Carrying on.
SMILES	tim23-1 inh	Jurkat NFkB inh	697 NFkB inh	CHOP UPR activ	tim10-1 inh	TIM10 inh	Mdm2 MdmX PPI	UPR XBP1 act
Cc1ccc(S(=O)(=O)N2CCOCC2)cc1NS(=O)(=O)c1ccc(F)c(F)c1	-1	2	24	-0.9	9	-7	9	2
O=C(Nc1ccccc1C(F)(F)F)Nc1cccc2ccccc12	7	4	-11	0.6	7	8	-21	-1
COc1cccc(NC(=O)c2nnn(Cc3ccc(Br)cc3F)c2N)c1	2	-11	-4	3.4	-4	-9	0	-1
O=C(Nc1cccc([N+](=O)[O-])c1)Nc1cccs1	8	5	18	-1.5	9	14	29	1
O=C(c1ccccc1Br)N1CCc2c([nH]c3ccccc23)C1	61*	-2	5	1.0	14	17	-19	-3
